# HT1080 viability: HT1080 cell viability loss – fluorescence readout (AID 620). HT1080 viability, fluorescence; higher % means a stronger effect. one-dose cytotoxicity, % at 10 µM; EC50 in µM for titrated hits. 0.42% of 87,000 active;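 note: cells exposed to compound overnight then 4 h with Alamar Blue; 0% = vehicle DMSO and 100% = killing control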
# Spn MK inh: S. pneumoniae mevalonate kinase inhibition. 0.48% of 65,000 active. purified MK, PK/LDH-coupled NADH absorbance 340 nm. inhibition, % at 10 µM;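 active = ranked among the strongest by inhibition in the single 10 µM screen, a fixed top-ranked set picked for dose follow-up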; note: no value below 0 was filed
# HPDE-C7 viability: cytotoxicity in HPDE-C7 cells, cell-based, fluorescence, HTS (AID 430); HPDE-C7 pancreatic duct cells viability, fluorescence; higher % means a stronger effect; one-dose cytotoxicity, % at 10 µM; EC50 in µM for titrated hits; 1.8% of 63,000 active;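 note: cells exposed to compound for 48 hours before viability readout; 0% = vehicle and 100% = reference cytotoxic drug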
# Spn DPM-DC inh: S. pneumoniae DPM-DC inhibition; purified DPM-DC, PK/LDH coupled NADH fluorescence; calls only at 10 µM; 0.49% of 65,000 active; AID 556;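 active = the 320 compounds with the highest percent inhibition in the single-dose primary screen, excluding strongly autofluorescent ones, cut at about 32% in these data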;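 note: kinetic rate of NADH fluorescence loss reporting ADP formed by the decarboxylase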
# Bfl-1 inhibitors: displacement of Bid BH3 peptide from Bfl-1 – biochemical, fluorescence polarization, FITC-Bid, mouse, primary screen (AID 432); FITC-Bid BH3 peptide fluorescence polarization displacement; higher % means a stronger effect; displacement, % at 20 µM, or IC50 in µM where a hit was titrated; 0.02% of 64,000 active; in the data active = a potency from the dose series; inactive = the rest, 99 in 100 with displacement below about 15%; note: strong numbers were not always called active
# Alkaline phosphatase: human TNAP enzyme inhibitors, biochemical, luminescent (AID 518) | purified TNAP enzyme, luminescent substrate readout; higher % means a stronger effect | inhibition, % at 20 µM, or IC50 in µM where a hit was titrated | 0.09% of 64,000 active; in the data active = a potency from the dose series; inactive = the rest, 99 in 100 with inhibition below about 22%;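 note: plate controls were vehicle for no effect and reference inhibitor for full effect; many of its hits are not listed in these tables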
# PMK inhibit: blocks S. pneumoniae phosphomevalonate kinase | AID 539 | 0.49% of 65,000 active | purified PMK, PK/LDH-coupled NADH absorbance 340 nm | inhibition, % at 10 µM;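 active = top-ranked compounds by inhibition in the single 10 µM screen, taking a fixed number of the strongest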;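 note: 0% = full reaction with DMSO carrier and 100% = background rate without enzyme reaction; no value below 0 was filed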
# HPDE-C7K KRASV12: cytotoxicity in KRAS-transformed pancreatic duct cells, primary screen, cell-based, fluorescence, HTS (AID 431); HPDE-C7K KRASV12 cells, Alamar Blue viability, 48 h; higher % means a stronger effect; cytotoxicity, % at 10 µM; hits with a dose series show EC50 in µM; 1.7% of 63,000 active;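 active = compounds whose percent cytotoxicity in the single-dose primary screen, scaled between solvent and toxic-drug controls, exceeds 50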;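 note: 0% = DMSO solvent wells and 100% = doxorubicin-treated wells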
# LYP inhibition: inhibition of human PTPN22 tyrosine phosphatase – biochemical, DiFMUP fluorescence, recombinant catalytic domain, 10 µM, primary screen (AID 606) | 52,000 tested, under 10 active | recombinant LYP catalytic domain, DiFMUP fluorescence; higher % means a stronger effect | inhibition, % at 10 µM; hits with a dose series show IC50 in µM;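 active = IC50 under 40 µM in the dose-response test; inactive = IC50 of 40 µM or more, or never dose-tested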
# PMK inhibit pilot replicates: also measured in PMK inhibit; calls as there; inhibition, %; measured here: pilot screen replicates
# Spn MK inh pilot replicates: recorded beside Spn MK inh, whose call it bears; inhibition, %; measured here: pilot screen replicates
# Spn DPM-DC inh pilot screen %: recorded beside Spn DPM-DC inh, whose call it bears; inhibition, %; measured here: pilot screen trials
# * = called active by the depositor; i = inactive; . = not tested or not shown; + = active, no number. Cut-off read from the data, not from the text of the source, unless noted: active = cytotoxicity above about 50%; inactive = the rest.
SMILES,HT1080 viability,Spn MK inh,HPDE-C7 viability,Spn DPM-DC inh,Bfl-1 inhibitors,Alkaline phosphatase,PMK inhibit,HPDE-C7K KRASV12,LYP inhibition,others
COc1cc(C2C(C#N)=C(N)Oc3cc(C)n(CCc4ccccc4)c(=O)c32)cc2c1OCO2 (stereo not drawn),-1%,2,-8%,i,-3%,12%,0,-6%,-2%,
CC(=O)c1c(C(C)=O)c(C)n(Cc2ccccc2)c1C,-4%,6,-2%,i,-2%,2%,2,-5%,.,
CCOC(=O)CCNc1n[nH]c(=O)[nH]c1=O,-5%,5,10%,i,4%,7%,0,-8%,-2%,
CC1=Nc2ccccc2NC(=O)C1Sc1nnc(C)s1 (stereo not drawn),6%,4,-2%,i,2%,11%,0,-5%,2%,
O=C(O)CSCCC(=O)Nc1ccc(F)cc1,2%,10,-7%,i,-1%,0%,23,-4%,-2%,
CCCCn1c(CNC(=O)CCC)nc2ccccc21,1%,0,10%,i,-4%,17%,2,8%,5%,PMK inhibit pilot replicates=0.0;Spn MK inh pilot replicates=0.5;Spn DPM-DC inh pilot screen %=0.0
CC(C)OC(=O)CSc1nnc(-c2ccc(Cl)cc2)n1N,10%,10,-21%,i,-2%,17%,0,-5%,-5%,
COC(=O)CC1SC(=O)NC1=Nc1ccc(C)cc1 (stereo not drawn),14%,0,-2%,i,-1%,1%,0,-4%,10%,
CC1=C(C#N)C(c2cccnc2)C2=C(CC(C)(C)CC2=O)N1 (stereo not drawn),-5%,7,-7%,.,-1%,6%,14,-7%,-5%,
NC(=O)c1sc2nccc(Nc3ccccc3)c2c1N,12%,3,4%,i,-2%,15%,0,10%,3%,
CC[C@H](C)C(=O)O[C@H]1C[C@@H](C)C=C2C=C[C@H](C)[C@H](CC[C@@H]3C[C@@H](O)CC(=O)O3)[C@H]21,9%,6,58%*,i,.,6%,3,55%*,11%,PMK inhibit pilot replicates=6.0;Spn MK inh pilot replicates=0.0;Spn DPM-DC inh pilot screen %=0.0
CCCn1c(NCc2ccc(N(C)C)cc2)nc2ccccc21,-3%,6,4%,i,0%,7%,7,12%,10%,

# Molecules listed so far that have an aryl thioether with sulfur outside any ring, in the order listed:
SMILES,HT1080 viability,Spn MK inh,HPDE-C7 viability,Spn DPM-DC inh,Bfl-1 inhibitors,Alkaline phosphatase,PMK inhibit,HPDE-C7K KRASV12,LYP inhibition,others
CC1=Nc2ccccc2NC(=O)C1Sc1nnc(C)s1 (stereo not drawn),6%,4,-2%,i,2%,11%,0,-5%,2%,
CC(C)OC(=O)CSc1nnc(-c2ccc(Cl)cc2)n1N,10%,10,-21%,i,-2%,17%,0,-5%,-5%,

# (continued)
SMILES,HT1080 viability,Spn MK inh,HPDE-C7 viability,Spn DPM-DC inh,Bfl-1 inhibitors,Alkaline phosphatase,PMK inhibit,HPDE-C7K KRASV12,LYP inhibition,others
Cc1cc(C)c(OCC(=O)Nc2cccc(O)c2)cc1C,.,5,-1%,i,2%,12%,0,22%,14%,PMK inhibit pilot replicates=5.0;Spn MK inh pilot replicates=6.0;Spn DPM-DC inh pilot screen %=5.5
COc1cc(NC(=O)c2ccc3c(c2)OCO3)c2ncccc2c1,-5%,5,4%,+,8%,9%,7,4%,16%,
CC(=O)c1ccc(N2CCN(C(=O)c3ccc(NC(=O)C4CCCO4)cc3)CC2)cc1 (stereo not drawn),19%,9,-16%,i,-14%,-3%,5,-20%,-29%,
COc1ccccc1NC(=O)c1cc2ccccc2o/c1=N\O,6%,7,.,i,2%,16%,0,.,1%,
CCCCCn1c(=O)[nH]c2cc(C(=O)NCCN3CCOCC3)ccc2c1=O,6%,7,-1%,i,2%,8%,11,6%,8%,PMK inhibit pilot replicates=4.5;Spn MK inh pilot replicates=0.0;Spn DPM-DC inh pilot screen %=1.5
COc1cc(NC(=O)c2ccco2)c(OC)cc1NC(=O)CSc1nnc(-c2cccs2)n1C,2%,0,12%,i,-7%,3%,2,6%,16%,
COCc1nc(-c2cc(Br)ccc2OC)no1,2%,8,-7%,i,1%,6%,4,-17%,3%,
CCOc1ccccc1OCCCC(=O)Nc1ccc(OC)nc1,2%,0,-8%,i,-4%,9%,12,-13%,4%,
CCOc1ccc(C2=Nn3c(nnc3-c3ccccc3OC)SC2)cc1,63%*,0,63%*,i,-3%,7%,13,67%*,4%,
COc1ccc(Nc2cc(C)nc(-n3nc(C)cc3C)n2)cc1,66%*,0,67%*,i,2%,4%,8,79%*,.,
COC(=O)c1cc2ccc(OC)c(OC)c2c(=O)s1,-5%,2,-9%,i,-7%,7%,9,-9%,12%,
Cc1nnc(-n2cnc3ccccc32)c2ccccc12,-3%,8,-4%,i,-3%,8%,3,-6%,.,
COc1ccc(-c2ccc(-c3noc(-c4cccc(OC)c4)n3)c(OC)n2)cc1,4%,12,29%,.,2%,-2%,5,23%,7%,
CCCCC(=O)Nc1ccc(NC(=O)c2ccc3c(c2)OCO3)cc1OC,4%,2,0%,i,-3%,2%,6,-1%,-4%,
COc1ccc(N2CCN(C(=O)c3c(-c4ccccc4)noc3C)CC2)cc1,2%,10,0%,i,4%,5%,10,8%,9%,PMK inhibit pilot replicates=0.5;Spn MK inh pilot replicates=0.0;Spn DPM-DC inh pilot screen %=1.0
CCc1ccc(OCC(O)CN2CCN(c3ccccc3)CC2)cc1 (stereo not drawn),-10%,6,7%,i,-4%,3%,15,25%,.,
C/C=C(\C)c1nnc(NC(=O)OCC)s1,0%,6,-21%,i,-4%,18%,1,-12%,9%,PMK inhibit pilot replicates=2.5;Spn MK inh pilot replicates=2.0;Spn DPM-DC inh pilot screen %=3.0
CC(C)(C)C(=O)Nc1ncc(C(F)(F)F)cc1Cl,1%,7,-8%,i,0%,10%,11,-1%,.,
COC(=O)CN1C(=O)C(C)(C)Oc2ccc(C(=O)NC3CC3)cc21,-8%,5,-4%,i,4%,3%,10,-14%,7%,
Cc1nn(C(C)C(=O)NCC2CCCO2)c(=O)c2cc3occc3n12 (stereo not drawn),3%,0,.,i,-7%,11%,17,.,16%,
COc1cccc(OC)c1-c1nn2c(-c3ccco3)nnc2s1,-8%,0,6%,i,-1%,12%,3,13%,10%,
CCc1ccc(CCC(=O)Nc2ccc(C)c(C)c2)o1,-2%,10,-4%,+,-3%,29%,10,5%,-1%,PMK inhibit pilot replicates=2.5;Spn MK inh pilot replicates=0.5;Spn DPM-DC inh pilot screen %=18*
COc1cc(C(=O)Nc2nncs2)cc(OC)c1OC,-2%,4,4%,i,-7%,-8%,3,-6%,.,
c1csc(-n2nc3ccccc3n2)c1,-4%,7,.,i,6%,8%,7,.,.,
Cn1c(=O)oc2cc(S(=O)(=O)NCCC(=O)NCCc3ccccc3)ccc21,-3%,0,-13%,i,-8%,-4%,3,0%,-5%,
Cc1cc(Br)ccc1NC(=O)CNC(=O)CSc1n[nH]c(N)n1,-4%,0,-6%,i,4%,6%,16,-2%,.,PMK inhibit pilot replicates=2.0;Spn MK inh pilot replicates=0.5;Spn DPM-DC inh pilot screen %=0.0
CCn1cnc2sc(C(=O)N3CCN(Cc4ccc5c(c4)OCO5)CC3)c(C)c2c1=O,2%,6,4%,i,-2%,0%,13,-5%,-14%,
COc1ccc(NC(=O)N2CCC(NC(=O)c3ccco3)CC2)cc1,-9%,15,16%,i,-2%,15%,13,20%,0%,
CCC(=O)N1CCc2cc(Br)cc(S(=O)(=O)C3(C(=O)OC)CC3)c21,6%,5,15%,i,1%,10%,10,19%,-1%,PMK inhibit pilot replicates=2.0;Spn MK inh pilot replicates=0.5;Spn DPM-DC inh pilot screen %=0.0
COC(=O)c1ccc(-n2nnnc2SCC(=O)N2CCCCC2)cc1,-9%,4,-23%,i,-1%,3%,0,-30%,2%,
CCOc1ccc2nc(NCCO)[nH]c2c1,-12%,7,-2%,i,2%,7%,15,5%,7%,
COc1cc(C(=O)N2CCN(c3ncnc4sc(C)c(C)c34)CC2)cc(OC)c1OC,4%,4,1%,i,0%,8%,9,6%,7%,
Nc1nc(CSc2ncn(-c3ccccc3)n2)cs1,9%,14,15%,i,-2%,10%,6,5%,6%,
O=C(NCC1CCCO1)C1CCN(C(=O)c2ccc(Cl)cc2)CC1 (stereo not drawn),2%,11,-11%,i,-6%,-1%,1,-4%,11%,
Cc1oc2c(c1C(=O)NC(Cc1c[nH]c3ccccc13)C(=O)O)CCCC2 (stereo not drawn),0%,3,6%,i,-2%,11%,10,6%,2%,
COc1ccccc1-n1nc(C(=O)O)c2ccccc2c1=O,1%,0,4%,i,-20%,0%,15,-4%,12%,
Cc1c(N=Cc2nc3ccccc3[nH]2)c(=O)n(-c2ccccc2)n1C,1%,10,-11%,i,-4%,4%,0,-7%,-1%,
O=c1[nH]c(CN2CCc3ccccc3C2)nc2ccccc12,-3%,13,3%,i,3%,-3%,9,-8%,-5%,
COc1ccc(F)cc1S(=O)(=O)NC(Cc1ccccc1)C(N)=O (stereo not drawn),-4%,5,-18%,i,1%,11%,6,-14%,3%,
CCc1nnc(NC(=O)Nc2ccc(OC)cc2)s1,.,0,-15%,i,4%,13%,13,-13%,3%,
O=c1cc(O)nc2n1CCCS2,0%,0,-4%,i,-2%,-2%,7,1%,0%,
Cc1cccc(-c2c3c(=O)n(C)c(=O)n(C)c3cn2C(C)(C)C)c1,17%,2,-10%,i,-3%,7%,0,15%,7%,
COc1cc(C(=O)Nc2ccccc2N2CCN(S(C)(=O)=O)CC2)cc(OC)c1OC,-1%,6,1%,i,4%,19%,2,-5%,-6%,
O=C(NC1c2ccccc2-c2ccccc21)N1CCOCC1,21%,4,2%,i,-13%,7%,0,-12%,2%,
COC(=O)c1sccc1NC(=O)c1ccc(OC)cc1,-8%,2,9%,i,-10%,10%,3,13%,8%,

# In the list so far, these contain an NH in an aromatic ring.
SMILES,HT1080 viability,Spn MK inh,HPDE-C7 viability,Spn DPM-DC inh,Bfl-1 inhibitors,Alkaline phosphatase,PMK inhibit,HPDE-C7K KRASV12,LYP inhibition,others
CCOC(=O)CCNc1n[nH]c(=O)[nH]c1=O,-5%,5,10%,i,4%,7%,0,-8%,-2%,
CCCCCn1c(=O)[nH]c2cc(C(=O)NCCN3CCOCC3)ccc2c1=O,6%,7,-1%,i,2%,8%,11,6%,8%,PMK inhibit pilot replicates=4.5;Spn MK inh pilot replicates=0.0;Spn DPM-DC inh pilot screen %=1.5
Cc1cc(Br)ccc1NC(=O)CNC(=O)CSc1n[nH]c(N)n1,-4%,0,-6%,i,4%,6%,16,-2%,.,PMK inhibit pilot replicates=2.0;Spn MK inh pilot replicates=0.5;Spn DPM-DC inh pilot screen %=0.0
CCOc1ccc2nc(NCCO)[nH]c2c1,-12%,7,-2%,i,2%,7%,15,5%,7%,
Cc1oc2c(c1C(=O)NC(Cc1c[nH]c3ccccc13)C(=O)O)CCCC2 (stereo not drawn),0%,3,6%,i,-2%,11%,10,6%,2%,
Cc1c(N=Cc2nc3ccccc3[nH]2)c(=O)n(-c2ccccc2)n1C,1%,10,-11%,i,-4%,4%,0,-7%,-1%,
O=c1[nH]c(CN2CCc3ccccc3C2)nc2ccccc12,-3%,13,3%,i,3%,-3%,9,-8%,-5%,

# Assay outcomes (PubChem BioAssay)
